HIV fusion peptide: cell-free HIV fusion peptide-binding blockers – biochemical, uHTS, fluorescence dequenching, primary screen (AID 1986); cell-free peptide binding, fluorescence dequenching, 30 min; higher % means a stronger effect; hit rate 0.3% among 290,000; inhibition, % at 20 µM, or IC50 in µM where a hit was titrated; in the data active = inhibition mostly above about 52%, no sharp cut-off; inactive = mostly below about 76%; also: some results filed as inactive read as strong as hits
LYP inhibition: inhibitors of LYP phosphatase, biochemical, fluorescence intensity, uHTS (AID 1779); recombinant LYP phosphatase, fluorescence intensity; higher % means a stronger effect; inhibition, % at 11.5 µM; hits with a dose series show IC50 in µM; hit rate 0.054% among 290,000;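 also: plate controls were vehicle with enzyme for no effect and no enzyme for full effect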
KOR beta-arrestin-1: kappa opioid receptor blockers – cell-based, luminescence, uHTS (AID 1778) | one-dose inhibition, % at 10 µM; IC50 in µM for titrated hits | KOR beta-arrestin recruitment, luminescence, antagonist mode; higher % means a stronger effect | hit rate 0.091% among 290,000; also: strong numbers were not always called active
KOR beta-arrestin-2: kappa opioid receptor activators – cell-based, luminescence, uHTS, primary screen (AID 1777) | activation, % at 10 µM, or EC50 in µM where a hit was titrated | hit rate 0.02% among 280,000 | KOR beta-arrestin recruitment, luminescence; higher % means a stronger effect; in the data active = activation above about 50%, passing the limit was not always enough; also: a part of the inactive calls stands beside numbers as strong as those of hits
NOD1 inhibition: inhibition of NOD1-driven NF-kB reporter – cell-based, luminescence, uHTS, primary screen (AID 1578) | hit rate 1% among 290,000 | one-dose inhibition, % at 4 µM; EC50 in µM for titrated hits | NOD1-driven NF-kB luciferase reporter cells, luminescence; higher % means a stronger effect; in the data active = inhibition mostly above about 36%, no sharp cut-off; inactive = mostly below about 34%;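 also: HEK-293T reporter cells stimulated with the NOD1 agonist gamma-tri-DAP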
Siah-1 displacement: blockers of Siah-1 interaction with plectin peptide – biochemical, fluorescence polarization, rhodamine-plectin, uHTS, primary screen (AID 1817); Siah-1 / rhodamine-plectin peptide fluorescence polarization; higher % means a stronger effect; displacement, % at 20 µM; hits with a dose series show IC50 in µM; hit rate 0.02% among 290,000;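 active = displacement of at least 50% at 20 µM, with a fluorescence ratio check between 0.3 and a set limit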;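 also: plate controls were Siah plus tracer with DMSO for no effect and tracer alone without Siah for full effect; strong numbers were not always called active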
PhoP inhibition: PhoP-dependent GFP reporter repression – Salmonella Typhimurium, primary screen (AID 1863). S. Typhimurium PhoP-regulated promoter GFP reporter, 4 h; higher % means a stronger effect. one-dose inhibition, % at 50 µM; IC50 in µM for titrated hits. hit rate 0.16% among 300,000;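 active = inhibition over 29.93%, a cutoff 3 SD above the screen mean, later confirmed by dose response; inconclusive = inhibition over 29.93% but no dose response follow-up; inactive = inhibition at most 29.93% or unconfirmed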;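 also: 0% = low Mg2+ inducing control and 100% = high Mg2+ repressing control; strong numbers were not always called active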
NOD2 inhibition: NOD2 signaling inhibitors, cell-based, luminescence, uHTS, HEK293 (AID 1566); HEK293 NOD2/NF-kB luciferase reporter, luminescence; higher % means a stronger effect; hit rate 0.63% among 290,000; inhibition, % at 4 µM, or EC50 in µM where a hit was titrated; also: many of its hits are not listed in these tables
Myeloid diff 2: promotes myeloid progenitor differentiation | ER-HoxA9 myeloid progenitors, lysozyme-GFP differentiation, flow cytometry | calls only at 10 µM | hit rate 1% among 360,000;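 active = normalized GFP-positive differentiation at or above the plate's own cutoff, the solvent-only control mean plus 3 SD; inconclusive = no clear call, values can overlap the other calls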;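 also: cells exposed to compound for four days before flow analysis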
Myeloid diff 2 GFP+ MAC1+ %: also measured in Myeloid diff 2; calls as there; GFP+ MAC1+ double positive, %; measured here: differentiation confirmed by MAC1 staining
Numbers without * were called inactive; i = inactive; ? = inconclusive; . = not tested or not shown; [ ] = dose if it differs, or a comment. Rule as the data show it, unless noted: active = inhibition above about 50%; inactive = the rest. Not all compounds are listed (hit frequency here may not be typical).

SMILES	HIV fusion peptide	LYP inhibition	KOR beta-arrestin-1	KOR beta-arrestin-2	NOD1 inhibition	Siah-1 displacement	PhoP inhibition	NOD2 inhibition	Myeloid diff 2	Myeloid diff 2 GFP+ MAC1+ %
O=c1[nH]cccc1-c1nc2ccccc2n1Cc1ccc(Cl)cc1	2.5%	-17.8%	18.2%	-1.0%	-3.8%	2.8%	6.1%	5.0%	i	0.7
Cc1nc(Nc2ccc(C(=O)O)cc2)nc(Nc2ccc(C(=O)O)cc2)c1[N+](=O)[O-]	10.7%	2.1%	7.1%	-3.9%	-26.3%	-5.3%	-2.9%	29.7%	i	0.1
C=CCNC(=O)c1c(Cl)cnn1-c1ccc(C)cc1	-0.6%	-2.1%	-20.6%	1.9%	-65.5%	1.7%	-4.1%	-80.6%	i	0.1
O=C(O)c1cccnc1Oc1ccccc1	2.1%	-4.1%	20.4%	-2.4%	-21.4%	7.6%	-12.5%	11.1%	i	0.4
Cn1nc(C(C)(C)C)c([N+](=O)[O-])c1C(=O)N1CCOCC1	-0.8%	-3.9%	-4.5%	-0.1%	-23.7%	-3.6%	3.5%	2.6%	i	3.4
CCOC(=O)C1(Cc2cccc(OC)c2)CCN(CCO)CC1	-0.8%	-4.9%	-0.3%	-1.2%	-35.1%	2.9%	-5.3%	18.9%	i	0.3
COc1ccc(-c2nnc(Nc3ccc(OC)c(C(=O)N4CCCCC4)c3)c3ccccc23)cc1	-3.3%	2.1%	5.1%	2.1%	-1.9%	-8.2%	-7.1%	-1.2%	i	0.0
CCOC(=O)C1(Cc2ccccc2)CCN(CC2CC=CCC2)CC1 (stereo not drawn)	-0.9%	-2.6%	9.6%[20 µM]	.	-24.6%	9.3%	-1.7%	-6.9%	i	0.1
Cn1nccc1C(=O)N1CCN(C23CC4CC(CC(C4)C2)C3)CC1	1.9%	-10.6%	-21.9%	4.7%	-19.4%	-2.5%	-8.2%	-7.7%	i	0.4
O=C(Nc1cccnc1)C(Cc1ccccc1)n1cccc1 (stereo not drawn)	3.8%	-2.3%	-15.3%	8.3%	-16.6%	-2.2%	-3.8%	-6.9%	i	3.7
Cc1ccc(-c2csc(Nc3ccccc3)[n+]2CCc2ccccc2)cc1	-1.7%	4.1%	-0.5%	-6.7%	-18.0%	1.1%	-2.8%	2.0%	i	0.7
COc1ccc(CNC(=O)CNC(=O)[C@@H]2Cc3ccccc3CN2)cc1	1.8%	-6.6%	-11.0%	4.8%	-16.2%	1.4%	-2.7%	5.4%	i	3.6
CC(C(=O)Nc1ccc2c(c1)OCCO2)N1CCN(C(=O)c2ccco2)CC1 (stereo not drawn)	-1.3%	-2.1%	9.7%	-3.4%	-2.4%	-2.0%	3.6%	12.7%	i	1.2
Cc1ccc(CNC(=O)c2cn(C)c(=O)c3c2c2ccccc2n3C)o1	1.5%	-6.6%	-16.3%	-2.2%	-17.8%	-0.3%	-8.8%	3.5%	i	1.4
COc1ccc(CN(CCCN2CCOCC2)C(=O)Nc2ccccc2)cc1OC	-0.4%	-9.2%	1.2%	-10.7%	4.1%	-1.0%	-11.2%	-3.0%	i	8.9

8 structures out of the list, ordered by number of heavy atoms, lowest first.
SMILES	HIV fusion peptide	LYP inhibition	KOR beta-arrestin-1	KOR beta-arrestin-2	NOD1 inhibition	Siah-1 displacement	PhoP inhibition	NOD2 inhibition	Myeloid diff 2	Myeloid diff 2 GFP+ MAC1+ %
O=C(O)c1cccnc1Oc1ccccc1	2.1%	-4.1%	20.4%	-2.4%	-21.4%	7.6%	-12.5%	11.1%	i	0.4
C=CCNC(=O)c1c(Cl)cnn1-c1ccc(C)cc1	-0.6%	-2.1%	-20.6%	1.9%	-65.5%	1.7%	-4.1%	-80.6%	i	0.1
Cn1nc(C(C)(C)C)c([N+](=O)[O-])c1C(=O)N1CCOCC1	-0.8%	-3.9%	-4.5%	-0.1%	-23.7%	-3.6%	3.5%	2.6%	i	3.4
CCOC(=O)C1(Cc2cccc(OC)c2)CCN(CCO)CC1	-0.8%	-4.9%	-0.3%	-1.2%	-35.1%	2.9%	-5.3%	18.9%	i	0.3
O=c1[nH]cccc1-c1nc2ccccc2n1Cc1ccc(Cl)cc1	2.5%	-17.8%	18.2%	-1.0%	-3.8%	2.8%	6.1%	5.0%	i	0.7
CC(C(=O)Nc1ccc2c(c1)OCCO2)N1CCN(C(=O)c2ccco2)CC1 (stereo not drawn)	-1.3%	-2.1%	9.7%	-3.4%	-2.4%	-2.0%	3.6%	12.7%	i	1.2
COc1ccc(CN(CCCN2CCOCC2)C(=O)Nc2ccccc2)cc1OC	-0.4%	-9.2%	1.2%	-10.7%	4.1%	-1.0%	-11.2%	-3.0%	i	8.9
COc1ccc(-c2nnc(Nc3ccc(OC)c(C(=O)N4CCCCC4)c3)c3ccccc23)cc1	-3.3%	2.1%	5.1%	2.1%	-1.9%	-8.2%	-7.1%	-1.2%	i	0.0

More structures follow:
SMILES	HIV fusion peptide	LYP inhibition	KOR beta-arrestin-1	KOR beta-arrestin-2	NOD1 inhibition	Siah-1 displacement	PhoP inhibition	NOD2 inhibition	Myeloid diff 2	Myeloid diff 2 GFP+ MAC1+ %
COc1ccc(OC)c(CCNC(=O)CN2C(=O)CCSc3ccccc32)c1	1.1%	-8.7%	7.2%	-1.0%	-9.9%	6.3%	-5.7%	8.9%	i	0.4
COc1ccc(-n2cccc2/C=C/[N+](=O)[O-])cc1	14.9%	-4.6%	27.3%	2.1%	-34.3%	3.6%	8.1%	6.1%	i	2.2
O=C(COC(=O)CNS(=O)(=O)c1ccccc1)NC12CC3CC(CC(C3)C1)C2	-1.3%	-7.1%	4.8%	-3.6%	-18.9%	6.4%	12.8%	9.3%	i	0.5
COc1ccc(-n2nc3c(c2NC(=O)c2ccc(Br)o2)CS(=O)(=O)C3)cc1	-0.7%	-7.5%	12.3%	7.5%	32.9%	-4.2%	6.0%	3.9%	?	.
COc1ccccc1-c1nc(C#N)c(NCCCn2ccnc2)o1	-0.6%	-15.0%	-6.1%	-0.7%	-7.7%	0.5%	-1.4%	10.8%	i	0.4
CC(C)c1ccc(NC(=O)N2CCN(S(=O)(=O)c3ccccc3)CC2)cc1	0.1%	-7.9%	23.7%[20 µM]	-4.7%	-32.3%	0.0%	7.0%	43.1%	i	1.0
CCOC(=O)C1/C(=N\O)CC(C)(O)C(C(=O)OCC)C1c1ccc(OC)c(OC)c1 (stereo not drawn)	-0.6%	-5.8%	15.7%	-8.0%	-8.7%	-2.2%	7.7%	-1.8%	i	0.6
NS(=O)(=O)c1cccc(NC(=O)CSc2ncnc3ccccc23)c1	0.8%	-1.6%	7.3%	-0.8%	0.4%	3.7%	.	8.3%	i	1.0
COC(=O)c1ccc(CSc2nnc3c(Cl)cc(Cl)cn23)o1	3.0%	-3.9%	-28.5%	-0.5%	-28.3%	4.9%	-1.5%	-4.0%	i	4.1
COc1ccc(NC(=O)c2cc(-c3cccnc3)nc3ccc(C)cc23)cc1OC	-2.4%	-5.6%	-53.8%	2.5%	25.7%	-1.6%	6.7%	-2.4%	i	18.4
COc1ccc(Sc2ncnc3onc(C)c23)cc1	0.5%	-10.7%	-7.2%	-2.6%	-33.5%	10.1%	-7.0%	-6.7%	i	0.1
COc1ccccc1C(=O)n1nc(-c2ccccc2)nc1N	1.2%	1.2%	-20.3%	2.3%	-7.4%	1.1%	-4.3%	17.8%	i	0.5
O=C(CCC(=O)Nc1ccc(F)cc1)N/N=C/c1cccs1	-2.1%	-7.5%	8.1%	3.6%	-16.3%	2.0%	-2.6%	16.0%	i	0.8
COc1ccc(OC)c(N(CC(=O)NC2CC2)S(=O)(=O)c2ccc(C)cc2)c1	0.4%	-8.3%	-3.4%	11.1%	9.0%	-0.7%	-1.9%	-3.9%	i	1.1
COc1ccccc1C(=O)N/N=C/c1cnc2ccccc2n1	0.3%	-0.5%	-34.4%	1.3%	-45.5%	-3.4%	3.7%	-61.3%	i	1.2
O=C(CSc1ncn[nH]1)Nc1nnc(-c2ccccc2)s1	-3.1%	-8.8%	21.5%	8.3%	43.9%	-6.2%	11.8%	-38.4%	i	0.8
c1csc(-c2noc(CN3CCN4CCCC4C3)n2)c1 (stereo not drawn)	0.8%	-8.7%	-38.0%	-2.6%	-3.4%	9.9%	7.4%	-0.4%	i	0.2
Oc1ccccc1C=NCC(O)c1ccccc1 (stereo not drawn)	-0.2%	-5.5%	-9.4%	-3.4%	-10.3%	3.5%	-7.4%	3.2%	i	1.2
NC(=O)COC(=O)c1ccccc1Nc1ccc(SC(F)F)cc1	0.2%	1.7%	12.3%	-0.5%	-58.0%	-4.2%	-3.7%	-109.4%	i	1.6
Cc1ccc(N2CC(C(=O)Nc3nnc(SCC(=O)NCC4CCCO4)s3)CC2=O)cc1 (stereo not drawn)	0.9%	-8.4%	6.9%	1.4%	-15.6%	6.2%	-1.4%	-5.7%	i	0.9
CCCCn1c(SCC(=O)N(CC)C2CCS(=O)(=O)C2)nc2cc(S(N)(=O)=O)ccc21 (stereo not drawn)	0.8%	-0.8%	-5.2%	-0.8%	-21.7%	2.2%	3.5%	18.9%	i	0.3
Cc1cc(Cl)c(OCCCSc2nc(C)cc(=O)[nH]2)c(Br)c1	1.9%	-7.3%	11.6%	1.4%	62.1%	-0.7%	1.4%	23.0%	i	1.2
CN1CCN(C(=O)C2=C[C@@H](C3CCCCC3)C[C@@H](OCCCCO)O2)CC1	0.3%	-9.8%	1.6%	4.5%	0.5%	4.7%	5.7%	13.2%	i	1.5
Cc1ccc(NC(=O)c2oc3ccc(S(=O)(=O)N4CCOCC4)cc3c2C)cc1C	-1.0%	-2.4%	-84.4%	-0.1%	-0.6%	5.5%	4.0%	12.3%	i	8.2
COc1ccc(OC)c(C(=O)NC(CC(N)=O)c2ccc(NCCOc3ccccc3)c([N+](=O)[O-])c2)c1 (stereo not drawn)	-2.1%	-5.5%	-4.0%[20 µM]	.	-4.0%	0.9%	5.0%	-13.3%	i	1.1
CC(=O)NC(=S)Nc1ccc(S(=O)(=O)N2CCOCC2)cc1	1.4%	-0.2%	5.4%	-2.4%	-29.6%	1.4%	-4.3%	8.3%	i	0.1
c1ccc(CNc2nc3ccccc3[nH]2)cc1	-3.7%	0.2%	11.4%	1.6%	-26.8%	-2.7%	14.1%	-31.3%	i	1.1
Cn1c(=O)[nH]c(=O)c2c1nc(N1CCN(CCO)CC1)n2CCSc1nc2ccccc2s1	0.9%	-5.4%	3.8%	13.2%	-9.7%	-0.1%	5.9%	3.7%	i	2.3
O=C(COC(=O)c1ccccn1)Nc1cccc2ccccc12	-1.1%	-2.2%	9.1%	-1.8%	-28.3%	15.4%	6.9%	15.3%	i	0.5
